# Compound activity deposited in PubChem BioAssay by Broad Institute.
# EZH2 inh – EZH2/PRC2 methyltransferase inhibitors, primary screen, biochemical, DELFIA time-resolved fluorescence, single point | PRC2 H3K27 methylation, DELFIA TRF, 1 h | inhibition, % at 12.5 µM | 57,000 compounds, 0.35% hits;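 active = mean inhibition of replicates at least 50% and every single replicate also reaching 50%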;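 also: dimethyl H3K27 on biotinylated H3 21-44 peptide detected by antibody; plate controls were median neutral control wells for no effect and median positive control wells for full effect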
# IDH1 R132H inh – inhibitors of IDH1 R132H reductase, primary screen, biochemical, plate reader, single point; Isocitrate dehydrogenase [NADP] cytoplasmic (Homo sapiens), O75874; diaphorase/resazurin fluorescence, 60 min; inhibition, % at 10 µM; AID 624101, 2012; 70,000 compounds, 0.18% hits; in the data active = inhibition above about 34%;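 also: 0% = DMSO and 100% = no enzyme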
# Target sequence (O75874 whole entry R132H): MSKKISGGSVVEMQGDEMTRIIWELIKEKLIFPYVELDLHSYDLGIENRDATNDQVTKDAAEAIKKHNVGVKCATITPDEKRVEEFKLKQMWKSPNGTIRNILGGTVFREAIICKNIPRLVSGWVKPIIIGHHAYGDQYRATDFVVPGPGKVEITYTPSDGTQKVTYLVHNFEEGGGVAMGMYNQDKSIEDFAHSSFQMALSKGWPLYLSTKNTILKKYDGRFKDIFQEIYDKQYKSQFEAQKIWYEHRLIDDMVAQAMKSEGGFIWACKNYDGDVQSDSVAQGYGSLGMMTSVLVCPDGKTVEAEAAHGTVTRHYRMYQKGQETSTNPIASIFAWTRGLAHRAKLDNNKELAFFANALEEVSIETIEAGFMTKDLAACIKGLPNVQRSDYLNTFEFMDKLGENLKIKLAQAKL
# The depositor's hits bear a star; . = not tested or not shown. Some of the compounds tested. The share of hits here may be higher or lower than overall.
SMILES	EZH2 inh	IDH1 R132H inh
C[C@H](CO)N1C[C@H](C)[C@H](CN(C)C(=O)Nc2cccc3ccccc23)Oc2ccc(NC(=O)Cc3ccccc3)cc2CC1=O	-14	.
O=C(NCc1ccccn1)c1cc2nc(-c3ccccc3)cc(-c3ccccc3)n2n1	17	1.1
C[C@@H]1CN([C@H](C)CO)C(=O)Cc2cc(NC(=O)Nc3ccc(C(F)(F)F)cc3)ccc2O[C@@H]1CN(C)S(=O)(=O)c1ccc(F)cc1	.	1.8
C[C@@H]1CN([C@H](C)CO)C(=O)c2cccc(NC(=O)NC3CCCCC3)c2O[C@@H]1CN(C)C	.	1.4
O=C(C[C@H]1C=C[C@@H](NC(=O)NC2CCCC2)[C@@H](CO)O1)NCc1ccc(F)cc1	3	0.4
COc1ccccc1-c1ccc2c(c1)O[C@@H](CN(C)C(C)=O)[C@H](C)CN([C@@H](C)CO)S2(=O)=O	-4	-0.6
C[C@H]1CCCCO[C@H](CN(C)C(=O)Nc2ccccc2)[C@@H](C)CN([C@@H](C)CO)C(=O)c2cc(NC(=O)c3ccccc3)ccc2O1	.	1.2
CO[C@H]1CN(C)C(=O)c2cc(NS(C)(=O)=O)ccc2OC[C@@H](C)N(C(=O)CN(C)C)C[C@H]1C	2	-0.1
CCCNC(=O)N1C[C@H](C)[C@H](OC)CN(C)C(=O)c2ccc(NC(=O)CC)cc2OC[C@@H]1C	-1	0.0
C[C@H]1CCCCO[C@@H](CN(C)C(=O)Nc2ccccc2)[C@@H](C)CN([C@@H](C)CO)C(=O)c2cc(NC(=O)CCC(F)(F)F)ccc2O1	.	0.0
O=C(C[C@H]1C=C[C@@H](NS(=O)(=O)c2ccccc2F)[C@H](CO)O1)NCCCN1CCOCC1	8	-0.1
COC(=O)c1ccccc1NC(=O)c1cccc(NC(=O)CSc2ccccc2)c1C	.	-0.1

# Looked up one by one from above, five records:
SMILES	EZH2 inh	IDH1 R132H inh
COc1ccccc1-c1ccc2c(c1)O[C@@H](CN(C)C(C)=O)[C@H](C)CN([C@@H](C)CO)S2(=O)=O	-4	-0.6
O=C(NCc1ccccn1)c1cc2nc(-c3ccccc3)cc(-c3ccccc3)n2n1	17	1.1
O=C(C[C@H]1C=C[C@@H](NS(=O)(=O)c2ccccc2F)[C@H](CO)O1)NCCCN1CCOCC1	8	-0.1
O=C(C[C@H]1C=C[C@@H](NC(=O)NC2CCCC2)[C@@H](CO)O1)NCc1ccc(F)cc1	3	0.4
CO[C@H]1CN(C)C(=O)c2cc(NS(C)(=O)=O)ccc2OC[C@@H](C)N(C(=O)CN(C)C)C[C@H]1C	2	-0.1

# (continued)
SMILES	EZH2 inh	IDH1 R132H inh
COc1ccc(S(=O)(=O)N(C)C[C@H]2Oc3ccc(NC(=O)Nc4ccc(F)cc4)cc3C(=O)N([C@@H](C)CO)C[C@H]2C)cc1	.	-1.1
O=C(Oc1ccc([C@@H]2Oc3cc(O)cc(O)c3C[C@H]2O)cc1O)c1cc(O)c(O)c(O)c1	99*	15
CCC(=O)N[C@@H]1CC[C@H](CC(=O)NCc2ccccc2OC)O[C@@H]1CO	-9	0.2
COc1cccc(-c2cnc3c(c2)C(=O)N([C@@H](C)CO)C[C@H](C)[C@H](CN(C)C(=O)Nc2ccccc2F)O3)c1	-13	-1.1
C[C@@H]1CN([C@H](C)CO)C(=O)c2cc(NC(=O)CCCCCC(=O)Nc3ccccc3N)ccc2O[C@@H]1CN(C)S(C)(=O)=O	-12	0.8
O=S(=O)(N[C@H]1CC[C@@H](CCn2cc(-c3ccccc3F)nn2)O[C@@H]1CO)c1ccc(Cl)cc1	10	-0.6
CC(C)C#Cc1cnc2c(c1)C(=O)N([C@@H](C)CO)C[C@@H](C)[C@H](CN(C)Cc1ccccc1F)O2	5	-0.7
CO[C@H]1CN(C)C(=O)c2ccc(NC(=O)C3CCOCC3)cc2OC[C@@H](C)N(C(=O)c2ccccc2)C[C@H]1C	4	0.0
C/C=C/c1ccc2c(c1)O[C@@H](CN(C)Cc1cncnc1)[C@H](C)CN([C@H](C)CO)S2(=O)=O	0	-0.3
COCCOC(=O)N1C(=O)[C@@]2(c3cc(C#Cc4ccc(OC)cc4)ccc31)[C@H](C(N)=O)[C@H]1C(=O)O[C@H](c3ccccc3)[C@H](c3ccccc3)N1[C@@H]2c1ccc(OCCO)cc1	-20	.
CCCC#Cc1cnc2c(c1)C(=O)N([C@@H](C)CO)C[C@H](C)[C@H](CN(C)C(=O)c1cnccn1)O2	-9	0.2
COc1ccc(C)cc1NC(=O)C1CCCN(S(=O)(=O)c2ccc(C)cc2)C1 (stereo unspecified)	5	-0.2

# Exported with values under each structure: part of the list above
# Second line of a record: EZH2 inh	IDH1 R132H inh
> CCCC#Cc1cnc2c(c1)C(=O)N([C@@H](C)CO)C[C@H](C)[C@H](CN(C)C(=O)c1cnccn1)O2
→ -9	0.2
> C/C=C/c1ccc2c(c1)O[C@@H](CN(C)Cc1cncnc1)[C@H](C)CN([C@H](C)CO)S2(=O)=O
→ 0	-0.3
> COc1ccc(S(=O)(=O)N(C)C[C@H]2Oc3ccc(NC(=O)Nc4ccc(F)cc4)cc3C(=O)N([C@@H](C)CO)C[C@H]2C)cc1
→ .	-1.1

# Following part.
SMILES	EZH2 inh	IDH1 R132H inh
CCOC(=O)[C@@H]1CCCCN1C(=O)C(=O)OC	-4	.
C[C@@H]1CN([C@H](C)CO)S(=O)(=O)c2ccc(C#CCN(C)C)cc2O[C@H]1CN(C)Cc1ccccc1F	.	0.0
O=C(C[C@@H]1C=C[C@@H](NS(=O)(=O)c2ccccc2)[C@H](CO)O1)NCc1ccccc1F	13	-0.4
C[C@@H]1CCCCO[C@@H](CN(C)S(=O)(=O)c2ccc(F)cc2)[C@@H](C)CN([C@H](C)CO)C(=O)c2cc(NS(=O)(=O)c3cn(C)cn3)ccc2O1	.	-0.1
CC(C)c1cn(CC[C@@H]2CC[C@H](NC(=O)C3CC3)[C@H](CO)O2)nn1	2	-0.2
C[C@H]1CCCCO[C@H](CN(C)C(=O)Nc2ccc(C(F)(F)F)cc2)[C@@H](C)CN([C@@H](C)CO)C(=O)c2cc(NC(=O)CCC(F)(F)F)ccc2O1	.	-1.0
C[C@H](CO)N1C[C@H](C)[C@H](CN(C)Cc2ccncc2)Oc2ccc(NC(=O)CCCCCC(=O)Nc3ccccc3N)cc2CC1=O	13	.
NC(=O)CSc1nnc(-c2ccncc2)n1-c1ccc(Br)cc1	6	0.3
C[C@@H]1CN([C@H](C)CO)C(=O)c2cc(N(C)C)ccc2O[C@@H]1CN(C)C(=O)Nc1ccc(C(F)(F)F)cc1	13	-0.6
NCC[C@H]1CC[C@@H](NC(=O)Cc2ccncc2)[C@@H](CO)O1	7	0.3
C[C@@H]1CN([C@H](C)CO)C(=O)c2cc(NC(=O)Cc3ccccc3)ccc2O[C@@H](C)CCCCO[C@@H]1CN(C)C(=O)CCC(F)(F)F	.	-5.8
CN(C)C(=O)C[C@@H]1CC[C@@H](NC(=O)c2ccc(F)cc2)[C@H](CO)O1	-2	-0.4
C[C@H](CO)N1C[C@H](C)[C@@H](CN(C)S(=O)(=O)c2cn(C)cn2)Oc2ccc(NC(=O)NC3CCCCC3)cc2C1=O	.	4.4
Cn1c(NCc2c(O)ccc3ccccc23)nc2ccccc21	9	-1.0
C[C@H](CO)N1C[C@H](C)[C@@H](CN(C)CC2CCCCC2)Oc2ccc(NS(=O)(=O)c3ccc(F)cc3)cc2CC1=O	.	-0.2
C[C@H](CO)N1C[C@H](C)[C@H](CN(C)CC2CCCCC2)Oc2ccc(NC(=O)Nc3ccc(F)cc3)cc2C1=O	-14	.
O=C(CSc1nc(-c2ccccc2)cc(C(F)(F)F)n1)Nc1ccc2c(c1)CCC2	1	0.9
CN(C)CC(=O)Nc1ccc2c(c1)[C@H]1C[C@@H](CC(=O)N3CCN(C)CC3)O[C@H](CO)[C@H]1O2	5	-0.1
O=S(=O)(N[C@@H]1CC[C@@H](CCn2cc(-c3cccnc3)nn2)O[C@@H]1CO)c1ccc(F)cc1	2	0.0
Cc1nnc(SCc2ccc(CSc3nnc(C)c(=O)[nH]3)cc2)[nH]c1=O	.	-0.5
C[C@@H]1CN([C@H](C)CO)S(=O)(=O)c2ccc(C#Cc3ccccc3)cc2O[C@H]1CN(C)C	7	-0.7
CC(C)NC(=O)N(C)C[C@@H]1Oc2c(NS(=O)(=O)c3cn(C)cn3)cccc2C(=O)N([C@H](C)CO)C[C@H]1C	.	1.2
CC(C)CC#Cc1cnc2c(c1)C(=O)N([C@H](C)CO)C[C@H](C)[C@@H](CN(C)C(=O)Cc1ccccc1)O2	.	0.1
CCc1ccc(NC(=O)CSc2ncnc3sc4c(c23)CCC(C)C4)cc1 (stereo unspecified)	8	0.3
CCNc1nc(NCc2ccccc2)nc(Oc2ccc(=O)[nH]n2)n1	15	0.0
C[C@@H]1CN([C@@H](C)CO)C(=O)c2cc(NC(=O)Cc3cn(C)c4ccccc34)ccc2O[C@@H]1CN(C)S(=O)(=O)c1ccccc1	-12	-21
C[C@@H]1CN([C@H](C)CO)C(=O)c2cc(C#CC(C)(C)O)cnc2O[C@@H]1CN(C)C(=O)C1CCOCC1	6	2.4
C/C=C/c1cnc2c(c1)C(=O)N([C@@H](C)CO)C[C@@H](C)[C@@H](CN(C)S(=O)(=O)c1ccc(F)cc1)O2	.	2.3
C[C@@H]1CN([C@@H](C)CO)C(=O)c2cc(-c3cccc(F)c3)cnc2O[C@@H]1CN(C)Cc1ccncc1	.	0.4
COCC(=O)N(C)C[C@H]1Oc2cc(-c3ccncc3)ccc2S(=O)(=O)N([C@@H](C)CO)C[C@H]1C	5	2.1
CC(C)(C)OC(=O)Nc1cccc(/C=N/NC(=O)CCCCCC(=O)Nc2ccccc2O)c1	16	0.2
C[C@H](CO)N1C[C@H](C)[C@H](CN(C)C(=O)NC2CCCC2)Oc2cc(-c3cccnc3)ccc2S1(=O)=O	14	0.4
CN1CCCN(C(c2ccccc2)c2ccc(Cl)cc2)CC1 (stereo unspecified)	.	0.0
Cc1ccc(S(=O)(=O)Nc2ccc3c(c2)C(=O)N([C@H](C)CO)C[C@@H](C)[C@H](CN(C)C(=O)Nc2ccccc2)O3)cc1	-3	.
COc1ccc(NC(=O)N(C)C[C@@H]2OCCCC[C@@H](C)Oc3ccc(NC(=O)Nc4ccc(C(F)(F)F)cc4)cc3C(=O)N([C@@H](C)CO)C[C@H]2C)cc1	.	-3.7
Cc1ccc(-c2cc(C(F)(F)F)n3nc(C(=O)NCc4cc(C)n(C)n4)cc3n2)cc1C	-16	0.0

# Remaining list, next part
SMILES | EZH2 inh | IDH1 R132H inh
CCCC(=O)Nc1ccc2c(c1)OC[C@@H](C)N(CCC)C[C@H](C)[C@@H](OC)CN(C)C2=O | 0 | 0.4
Cc1ccc(NC(=O)COc2ccc3cc(-c4ccc(Cl)cc4)c(=O)oc3c2)cc1 | -1 | 0.7
C[C@@H]1CN([C@H](C)CO)S(=O)(=O)c2ccc(C3=CCCCC3)cc2O[C@H]1CN(C)S(=O)(=O)c1ccc(F)cc1 | 21 | 2.4
CNC[C@@H]1OCCCC[C@@H](C)Oc2ccc(NS(=O)(=O)c3ccc(OC)cc3)cc2C(=O)N([C@H](C)CO)C[C@@H]1C | 6 | 2.8
C[C@H]1CN([C@@H](C)CO)C(=O)c2cc(NS(=O)(=O)c3ccccc3)ccc2O[C@@H]1CN(C)C(=O)Nc1ccc(C(F)(F)F)cc1 | . | 1.2
CS(=O)(=O)N(CC(=O)Nc1ccc(Br)c(Cl)c1)c1cccc([N+](=O)[O-])c1 | 5 | -0.5
COc1ccc(/C=N/NC(=O)c2ccc(C(=O)NO)cc2)cc1O | 10 | 0.2
O=C(CCN1CCCCC1)N[C@@H]1CC[C@@H](CCNS(=O)(=O)c2ccccc2)O[C@@H]1CO | -8 | 0.4
C[C@H](CO)N1C[C@H](C)[C@@H](CN(C)Cc2ccncc2)Oc2ccc(NC(=O)CCC(F)(F)F)cc2CC1=O | 4 | 8.4
Cc1ccc(S(=O)(=O)Nc2ccc3c(c2)C(=O)N([C@H](C)CO)C[C@@H](C)[C@H](CN(C)C(=O)NC2CCCCC2)OCCCC[C@H](C)O3)cc1 | . | -1.3
Cc1ccc(N(C(C)C(=O)Nc2c(C)cccc2C)S(C)(=O)=O)cc1 (stereo unspecified) | -9 | -0.1
C[C@@H]1CN([C@@H](C)CO)C(=O)c2cccc(NS(C)(=O)=O)c2O[C@@H]1CN(C)Cc1ccc2c(c1)OCO2 | 3 | 3.6
Cc1ccc(NC(=O)COc2ccc(C(=O)Nc3ccc(Cl)cc3)cc2)cc1 | 4 | 0.0
O=C(c1ccco1)n1nc(-c2ccccc2)nc1NCc1ccco1 | 0 | -0.6
COCc1cn(CC[C@H]2CC[C@H](NC(=O)Nc3ccc(F)cc3)[C@@H](CO)O2)nn1 | -14 | -0.1
CCC(=O)Nc1ccc2c(c1)OC[C@H](C)N(Cc1nccs1)C[C@@H](C)[C@@H](OC)CN(C)C2=O | 13 | 0.0
O=C(C[C@@H]1CC[C@@H](NC(=O)CC2CC2)[C@H](CO)O1)NCc1ccc(-c2ccccc2)cc1 | -1 | 0.1
CC(C)C#Cc1cnc2c(c1)C(=O)N([C@H](C)CO)C[C@H](C)[C@@H](CN(C)Cc1cccc(F)c1)O2 | -1 | -3.4
CO[C@H]1CN(C)C(=O)c2cc(NC(=O)C3CC3)ccc2OC[C@@H](C)N(Cc2cccc(F)c2)C[C@@H]1C | 7 | 0.0
CC(C)C#Cc1ccc2c(c1)O[C@@H](CN(C)C(=O)c1cccc(F)c1)[C@@H](C)CN([C@@H](C)CO)S2(=O)=O | 5 | 0.1
O=C(C[C@@H]1C[C@@H]2c3cc(NC(=O)Nc4ccc(C(F)(F)F)cc4)ccc3O[C@@H]2[C@H](CO)O1)NCc1ccc2c(c1)OCO2 | -17 | -0.2
